TRb-SRC2 inh = qHTS for Inhibitors of the Interaction of Thyroid Hormone Receptor and Steroid Receptor Coregulator 2 | AID 1469, 2008 | Potency, µM (titrated, usually from 106 µM), inactives show at the highest dose activity change, negative = inhibition, most hits filed as inhibitors | 0.065% of 280,000 active | TRbeta-SRC2 peptide binding, fluorescence polarization; receptor liganded with 1 µM T3;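 also: plate controls were bound peptide for no effect and peptide without receptor for full effect; nearly all actives have a fitted effect of over 50% in size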
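Fluorescence polarization of 20 nM Texas Red SRC2 peptide with 0.6 uM human TRb ligand-binding domain, in Tris buffer with 1uM T3 and 5% DMSO. Incubated 5 hr ambient; normalized to unbound and bound controls.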
GAA inhib = qHTS Assay for Inhibitors of Human alpha-Glucosidase as a Potential Chaperone Treatment of Pompe Disease; 0.005% of 200,000 active; AID 1466, 2008; Potency, µM (top dose mostly 76.9 µM), inactives show at the top dose activity change, negative = inhibition, most hits filed as inhibitors; Lysosomal alpha-glucosidase (Homo sapiens), P10253; purified human GAA, 4-MU-alpha-glucoside fluorescence;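 also: plate controls were uninhibited enzyme wells for no effect and no-enzyme background for full effect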
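Enzyme (4 nM final) mixed with compound (up to 77 uM), then 4-MU-alpha-D-pyranoside (400 uM final) added; 20 min at room temperature, pH 5.0. Reaction stopped at pH 10, fluorescence read, AC50 derived by Hill fit.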
RGS12 GoLoco inh = qHTS Assay for Inhibitors of RGS12 GoLoco Motif Activity (Red Fluorophore); Potency, µM (highest dose often 61.6 µM), inactives show top-dose activity, negative = inhibition, usual class: inhibitors; Gai1:RGS12 GoLoco peptide FP, rhodamine, 10 min; Guanine nucleotide-binding protein G(i) subunit alpha-1 (Homo sapiens), P63096; 0.44% of 230,000 active; AID 880, 2007; active = well fitted inhibition curve with a large enough effect, not every such curve was filed as active; inactive = no such curve, though single readings can be large or run the other way; also: nearly all actives have a fitted effect of over 30% in size; many of its hits are not listed in these tables
L3MBTL1 block = qHTS Assay for the Inhibitors of L3MBTL1; Potency, µM (series often up to 57.1 µM), for inactives: top-dose activity, negative = inhibition, most hits filed as inhibitors; Lethal(3)malignant brain tumor-like protein 1 (Homo sapiens), Q9Y468; AlphaScreen L3MBTL1–H3K9me1 peptide binding; 0.66% of 230,000 active; also: nearly all actives have a fitted effect of over 60% in size
Target sequence (Q9Y468 whole entry, looked up): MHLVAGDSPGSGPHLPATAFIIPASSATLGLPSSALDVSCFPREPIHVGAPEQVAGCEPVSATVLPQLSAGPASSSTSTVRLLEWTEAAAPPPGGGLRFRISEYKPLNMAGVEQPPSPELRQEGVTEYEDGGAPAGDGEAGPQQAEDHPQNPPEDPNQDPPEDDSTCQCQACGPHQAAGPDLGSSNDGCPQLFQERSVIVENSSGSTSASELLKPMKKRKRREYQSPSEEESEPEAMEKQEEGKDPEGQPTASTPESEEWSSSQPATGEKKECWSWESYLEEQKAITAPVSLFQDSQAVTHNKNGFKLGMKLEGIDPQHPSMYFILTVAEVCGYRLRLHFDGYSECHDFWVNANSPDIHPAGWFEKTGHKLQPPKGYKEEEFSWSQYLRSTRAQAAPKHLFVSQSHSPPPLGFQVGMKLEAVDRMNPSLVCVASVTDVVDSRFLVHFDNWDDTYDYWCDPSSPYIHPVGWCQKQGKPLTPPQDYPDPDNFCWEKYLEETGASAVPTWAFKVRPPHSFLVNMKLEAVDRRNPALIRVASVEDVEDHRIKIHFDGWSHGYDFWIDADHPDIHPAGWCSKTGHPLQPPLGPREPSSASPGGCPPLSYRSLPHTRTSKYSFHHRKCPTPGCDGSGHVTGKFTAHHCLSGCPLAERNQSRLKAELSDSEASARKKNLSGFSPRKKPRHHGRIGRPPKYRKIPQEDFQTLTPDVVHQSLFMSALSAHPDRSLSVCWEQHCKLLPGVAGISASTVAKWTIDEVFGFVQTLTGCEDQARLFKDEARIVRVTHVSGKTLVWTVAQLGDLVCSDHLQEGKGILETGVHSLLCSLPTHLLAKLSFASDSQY
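Displacement of a biotinylated histone H3(1-15) peptide monomethylated at Lys9 (75 nM) from L3MBTL1 (50 nM) was measured by AlphaScreen after a 30 min room-temperature compound incubation; cefsulodin titration served as intraplate control.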
RECQ1 inh = qHTS Assay for Inhibitors of RecQ-Like Dna Helicase 1 (RECQ1). 0.54% of 240,000 active. Potency, µM (series often up to 57.3 µM), for the others: at the top dose activity, negative = inhibition, most hits filed as inhibitors. RECQ1 DNA unwinding, red fluorescence kinetic read. ATP-dependent DNA helicase Q1 (Homo sapiens), P46063;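 also: plate controls were vehicle for no effect and no enzyme for full effect; nearly all actives have a fitted effect of over 30% in size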
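50 nM RECQ1T1 preincubated 15 min with compound in Tris pH 8.0 buffer with MgCl2, DTT, Tween-20 and 2.5 ug/ml poly(dI-dC); started with 200 nM TAMRA/BHQ-2 forked duplex and 2 mM ATP. Unwinding read as fluorescence (525/598 nm), two reads 2 h apart.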
TexasRed fluor = Total Fluorescence Counterscreen for Inhibitors of the Interaction of Thyroid Hormone Receptor and Steroid Receptor Coregulator 2 | 0.29% of 280,000 active | TRb/SRC2 Texas Red total fluorescence interference | AID 1479, 2009 | Potency, µM (series often up to 106 µM), for inactives: at the top dose fluorescence change, negative = quenching; active = well fitted curve in either direction with a large enough effect; inconclusive = small, poorly fitted or top-dose-only effect
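Human TRb ligand-binding domain at 0.6 uM with 20 nM Texas Red SRC2 peptide in Tris buffer containing 1 uM T3 and 5% DMSO, incubated with compound 5 h at ambient temperature. Total fluorescence (555/632 nm) calculated as parallel + 2 × perpendicular.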
GAA glycogen = qHTS Assay for Inhibitors and Activators of Human alpha-Glucosidase Cleavage of Glycogen | Lysosomal alpha-glucosidase (Homo sapiens), P10253 | recombinant GAA, glycogen substrate, Amplex Red glucose oxidase fluorescence | Potency, µM (titrated, usually from 76.4 µM), without a hit: top-dose activity change, negative = inhibition, most hits filed as inhibitors | 0.38% of 300,000 active | AID 2100, 2009;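 also: 0% = full enzyme reaction and -100% = no-enzyme basal signal; the screen sought inhibitors and activators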
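Recombinant human enzyme (4 nM); glycogen substrate; 37 C, 40 min, pH 5.0. Readout: coupled glucose oxidase/Amplex Red fluorescence.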
aGlu spleen mod = qHTS Assay for Inhibitors and Activators of Human alpha-Glucosidase From Spleen Homogenate; human spleen homogenate, 4-MU-alpha-glucoside fluorescence; Potency, µM (titrated, usually from 79.9 µM), without a hit: top-dose activity change, negative = inhibition, hits mostly inhibitors; Lysosomal alpha-glucosidase (Homo sapiens), P10253; 0.006% of 240,000 active; AID 2112, 2009;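 also: 0% = enzyme with vehicle and -100% = no enzyme basal signal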
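Human spleen homogenate (1 ug) with 4-methylumbelliferyl-alpha-D-glucopyranoside (1 mM final) in 50 mM citrate/phosphate pH 5.0, 0.01% Tween-20; 40 min at 37 C. Stopped at pH 10; 4-MU fluorescence Ex 365/Em 440 nm; AC50 by Hill fit.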
* = called active by the depositor; i = inactive; ? = inconclusive; . = not tested or not shown; & = joins results of further samples; [ ] = remark or other dose. Unless noted, calls follow the shape of the dose curve; as a rule, active = well fitted curve in the direction sought with a large enough effect; inconclusive = small, poorly fitted or top-dose-only effect, or another doubt; inactive = no such curve, though single readings can be large; an effect the other way counts as inactive or inconclusive. Unless noted, % is scaled to controls: 0 for no effect and ±100 for the full control effect; potency is read from the fitted curve at half-maximal effect.

Compound	TRb-SRC2 inh	GAA inhib	RGS12 GoLoco inh	L3MBTL1 block	RECQ1 inh	TexasRed fluor	GAA glycogen	aGlu spleen mod
CCOCCCNC(=O)C(NC(=O)Cc1cccs1)c1ccc(C)cc1 (centres undefined)	1%	-3%	4%	12%	11%	-1%	0%	-3%
CCOc1ccc(-n2nc3c(=S)[nH]nc(C)c3c2C)cc1	5%	1%	6%	4%	-1%	-3%	11%	1%
Cc1ccc(N(C(=O)C2COc3ccccc3O2)C(C(=O)NC2CCCCC2)c2cn(C)nc2C)cc1 (centres undefined)	2%	14%	-12%	-16%	6%	0%	4%	3%
Cc1cc(C)n2nc(C(=O)Nc3cccc(S(=O)(=O)N(C)c4ccccc4)c3)nc2n1	-2%	.	4%	.	4%	0%	2%	5%
OC(CN1C2=NCCCN2c2ccccc21)c1ccc2c(c1)OCO2 (centres undefined)	-9%	2%	7%	-1%	2%	-1%	3%	0%
CCOC(=O)c1[nH]c(C)c(C(=O)OCC(=O)NC(=O)NC(C)(C)C)c1C	-2%	6%	-28%	.	i	2%	-4%	-5%
CCNC(=O)CSc1nc2ccccc2c(=O)n1-c1cccc(OC)c1	-8%	-6%	-2%	.	-9%	0%	8%	0%
CC(C)(C)c1ccc(S(=O)(=O)NCC(=O)N2CCN(C(=O)c3ccco3)CC2)cc1	-1%	1%	-5%	.	1%	-3%	-5%	-7%
O=C(CN1CCN(c2ccc(Cl)cc2)CC1)Nc1ccc(F)c(F)c1	-1%&4%	-4%	-2%	3%	-12%	-4%&0%	-6%	2%
Cc1ccc(C(=O)NC2CCCc3ccccc32)o1 (centres undefined)	-3%	-2%	12%	12%[11.4 µM]	1%	-3%	3%	-7%
CCn1c(SCC(=O)Nc2cc(C)on2)nnc1-c1cccs1	-8%	-4%	0%	-4%	5%	-1%	-1%	4%
CCOc1ccc(OCC)c(NC(=O)CCn2cccc2)c1	0%	-29%	0%	?	11%	4%	5%	1%
COCCN1C(=O)C(=O)/C(=C(/O)c2cccc(OC)c2)C1c1ccncc1 (centres undefined)	-12%	-16%	0%	49%[activator]	i	3%	6%	-5%
N#CC(C#N)=c1ccc2c(c1)N1C(c3ccccc3)=CC(c3ccccc3)C3CCCCC31N=2 (centres undefined)	6%	.	33%[activator]	.	i	-3%	4%	7%
CC(=O)C1=C(O)C(=O)N(Cc2cccnc2)C1c1ccc(Cl)cc1Cl (centres undefined)	-16%	-2%	-19%	-6%	i	3%	-1%	-2%
O=C(NCc1cccc2ccccc12)Nc1ccccc1	0%	-2%	8%	9%	i	-1%	15%	2%
Cc1ccc(Nc2nc(N3CCOCC3)c3ccccc3n2)cc1	-3%	?	8%	10%	-8%	-3%	1%	-5%
CSC1=NCCN1C(=O)c1cccs1	-6%	-1%	4%	.	1%	-3%	-10%	0%
Cc1ccc2c(c1)nnn2C1CCN(C(=O)Nc2ccccc2C)CC1	8%	-7%	7%	-3%	0%	-3%	6%	.
O=[N+]([O-])c1ccc(N2N=C(c3ccco3)CC2c2ccccc2)cc1 (centres undefined)	-4%	-3%	60%[activator]	-28%	-8%	7%	-3%	-11%
CCC(C)c1ccc(OCCN2CCCC2)cc1 (centres undefined)	-8%	-1%	-10%	.	-8%	-2%	-2%	-11%
Cc1ccc(C#CC[N+]2(C)CCCCC2)cc1	-1%	.	-5%	11%	-10%	-1%	5%	1%
O=C(NNC(=S)Nc1ccccc1)c1cccc(S(=O)(=O)N2CCOCC2)c1	1%	3%	9%	-6%	i	-2%	?	1%
CC(C)c1ccc(NC(=O)CCCN2C(=S)NC(C)(C)CC2C)cc1 (centres undefined)	4%	1%	32%[activator]	-5%	-3%	1%	0%	5%
Cc1ccc(NC(=O)c2ccccc2CCc2ccccc2)c(C)c1	-3%	-9%	13%	1%	-12%	1%	9%	1%
FC(F)(F)Oc1ccccc1-c1nnc(-c2cccc(C(F)(F)F)c2)o1	10%	1%[15.4 µM]	1%	44%[activator]	1%	0%	-16%	-6%
CC(NC(=S)Nc1ccc(Cl)cc1Cl)C(c1cccs1)N1CCCC1 (centres undefined)	2%	-8%	13%	-8%	-8%	-1%	4%	7%
Cc1nn(C)c(Sc2ccccn2)c1[N+](=O)[O-]	-6%	.	-3%	4%	i	-1%	8%	-2%
Cc1c(NC(=O)CCc2ccccc2)cccc1[N+](=O)[O-]	-3%	1%	-6%	.	-12%	-3%	4%	-18%
Cc1ccc(NS(=O)(=O)c2ccc(NC(=O)c3ccc(Br)o3)cc2)c(C)c1	9%	9%	2%	-8%	-3%	-3%	-3%	-10%

3 compounds from above, ordered by formula weight, falling:
Compound	TRb-SRC2 inh	GAA inhib	RGS12 GoLoco inh	L3MBTL1 block	RECQ1 inh	TexasRed fluor	GAA glycogen	aGlu spleen mod
Cc1ccc(N(C(=O)C2COc3ccccc3O2)C(C(=O)NC2CCCCC2)c2cn(C)nc2C)cc1 (centres undefined)	2%	14%	-12%	-16%	6%	0%	4%	3%
CCNC(=O)CSc1nc2ccccc2c(=O)n1-c1cccc(OC)c1	-8%	-6%	-2%	.	-9%	0%	8%	0%
CSC1=NCCN1C(=O)c1cccs1	-6%	-1%	4%	.	1%	-3%	-10%	0%

Results in RGS12 GoLoco inh and GAA glycogen, for some of the entries so far:
| compound | RGS12 GoLoco inh | GAA glycogen |
| --- | --- | --- |
| Cc1ccc(N(C(=O)C2COc3ccccc3O2)C(C(=O)NC2CCCCC2)c2cn(C)nc2C)cc1 (centres undefined) | -12% | 4% |
| Cc1cc(C)n2nc(C(=O)Nc3cccc(S(=O)(=O)N(C)c4ccccc4)c3)nc2n1 | 4% | 2% |
| OC(CN1C2=NCCCN2c2ccccc21)c1ccc2c(c1)OCO2 (centres undefined) | 7% | 3% |

Going on with the list.
Compound	TRb-SRC2 inh	GAA inhib	RGS12 GoLoco inh	L3MBTL1 block	RECQ1 inh	TexasRed fluor	GAA glycogen	aGlu spleen mod
CCOc1ccc(NC(=O)CSc2nnc(-c3ccccc3Cl)n2Cc2ccco2)cc1	-24%	?	.	-3%	i	3%	-13%	-2%
COc1ccc(Cn2c(=O)[nH]c3cc(C(=O)N4CCN(Cc5ccccc5)CC4)ccc3c2=O)cc1	-3%	?	-11%	-12%	-15%	1%	-9%	-6%
COc1ccccc1-n1c(SCC(=O)NCc2ccc3c(c2)OCO3)nc2cc([N+](=O)[O-])ccc21	-4%	-9%	6%	-4%	-6%	-2%	?	0%
O=C(CCS(=O)(=O)c1cccc2nonc12)N1CCOCC1	8%	0%	1%	.	i	0%	3%	-6%
CCC(=O)NC(/C=C/c1ccccc1)c1cc([N+](=O)[O-])c2cccnc2c1O (centres undefined)	2%	-6%	30%[activator]	6%	-15%	-1%	-10%	4%
O=S(=O)(Nc1nc2ccc(S(=O)(=O)N3CCCCC3)cc2s1)c1ccccc1	-6%	-8%	8%	.	-3%	-1%	1%	-1%
CCOC(=O)C(=Cc1ccccc1)C(=O)OCC	-4%	.	.	.	-17%	-1%	.	-1%
CC1CCN(C(=S)c2ccc(O)cc2)CC1	-8%	-2%	-2%	-8%	?	1%	0%	-5%
C=CCOc1ccc(/C(O)=C2/C(=O)C(=O)N(CCCN3CCOCC3)C2c2ccc(OC)cc2)cc1 (centres undefined)	4%	-6%	-8%	-1%	-8%	4%	-18%	-10%
Cc1c(N2C(=O)/C(=C3\C(=O)N(CC(=O)O)c4ccccc43)SC2=S)c(=O)n(-c2ccccc2)n1C	0%	.	9%	7%	-3%	-1%	-5%	-3%
O=C(COC(=O)c1cccc(S(=O)(=O)N2CCc3ccccc32)c1)NCc1ccco1	-6%	-2%	-3%	8%	-2%	0%	4%	1%
Fc1ccccc1CSc1nnc(-c2cccs2)o1	4%	?	0%	32%[activator]	-10%	-1%	-10%	0%
C(=N\Nc1nc(-c2ccccc2)cs1)/c1ccco1	-16%	?	8%	?	-12%	-3%	?	-17%
Cc1ccc(S(=O)(=O)NCC(=O)OCC(=O)c2c(N)n(C)c(=O)n(C)c2=O)cc1	3%	-7%	-9%	2%	-4%	7%	8%	-3%
CNc1c([N+](=O)[O-])ncn1C	-1%	-2%	-14%	.	-13%	-2%	3%	-6%
Cc1ccc2c(CC(=O)NCc3ccc4c(c3)OCO4)coc2c1	-2%	-13%	4%	.	i	-6%	3%	-4%
O=C(Nc1ccc(S(=O)(=O)NCC2CCCO2)cc1)c1ccc(Cl)cc1[N+](=O)[O-] (centres undefined)	4%	6%	-2%	-1%	i	0%	-6%	5%
COc1ccc(-c2cc(C(F)(F)F)nc(S(=O)(=O)CCCC(=O)Nc3cc(C)on3)n2)cc1OC	-2%	-1%	9%	5%	-10%	-4%	-11%	2%

Some of the compounds tested. The share of hits here may be higher or lower than overall.
